# KCNH2 3.1 block = inhibitors of human KCNH2 3.1 potassium channel isoform | AID 720553 | U2OS KCNH2 3.1, thallium flux FluxOr; active compounds read low | hit rate 0.95% among 340,000 | activity change, % (tested at about 1.8 µM);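 active means maximum activity change below -70%; inconclusive means maximum activity change from -70% to -50%; inactive means maximum activity change above -50%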;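 further: thallium influx rate constant from kinetic fluorescence after stimulation buffer; on the % scale 0 is the no-effect control and ±100 the full control effect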
#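 Steps: virus added to U2OS suspension (4 h, RT, dark); medium with 10% FBS added, cells plated, 37 C overnight; FluxOr/Red40 loading buffer 45 min RT; stimulation buffer, 2 min kinetic read; rate constant normalized.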
# Menin-MLL TR inh = displaces Texas Red mutant MLL peptide from human menin. AID 1768. Menin + Texas Red MLL mutant peptide, fluorescence polarization. Potency, µM (titrated, usually from 61.6 µM), inactives show at the highest dose FP activity change, negative = inhibition, actives largely listed as inhibitors. O00255. hit rate 0.23% among 270,000; active means well fitted inhibition curve with a large enough effect in the polarisation, with a control signal flat, not every such curve was filed as active; inconclusive means small, poorly fitted or top-dose-only effect, or effect the other way, or a change in a side signal; inactive means no such curve, though single readings can be large or run the other way; the % refers to the polarisation; further: potency means the concentration at half of the fitted maximal effect; % of control where 0% means no effect; many of its hits are not listed in these tables
# Target sequence (O00255 whole entry, looked up): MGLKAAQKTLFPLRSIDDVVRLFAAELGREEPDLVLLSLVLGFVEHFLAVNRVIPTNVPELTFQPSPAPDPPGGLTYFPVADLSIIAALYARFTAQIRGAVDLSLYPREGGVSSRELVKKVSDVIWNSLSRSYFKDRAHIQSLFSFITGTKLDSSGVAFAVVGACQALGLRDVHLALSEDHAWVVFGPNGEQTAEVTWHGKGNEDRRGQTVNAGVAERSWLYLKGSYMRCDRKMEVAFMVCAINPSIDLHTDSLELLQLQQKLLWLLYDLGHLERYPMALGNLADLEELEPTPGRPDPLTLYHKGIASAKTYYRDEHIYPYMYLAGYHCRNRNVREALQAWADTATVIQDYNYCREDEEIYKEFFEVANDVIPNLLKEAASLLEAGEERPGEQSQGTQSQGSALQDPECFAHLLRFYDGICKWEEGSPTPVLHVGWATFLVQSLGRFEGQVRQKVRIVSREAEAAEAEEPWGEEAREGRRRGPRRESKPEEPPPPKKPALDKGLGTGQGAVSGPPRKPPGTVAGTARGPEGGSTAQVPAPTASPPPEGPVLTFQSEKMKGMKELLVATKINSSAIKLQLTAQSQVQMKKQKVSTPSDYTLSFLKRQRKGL
# Rab9 promoter act = activates the Rab9 promoter | Huh7 Rab9 promoter-luciferase reporter, luminescence, 24 h | Potency, µM (highest dose often 9.22 µM), inactives show top-dose activation, negative = inhibition, usual class: activators | hit rate 2.8% among 320,000 | AID 485297; further: potency means the concentration at half of the fitted maximal effect; % of control where 0% means no effect; nearly all actives have a fitted effect of over 60% in size
#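 Measured in stably transfected Huh7 cells bearing a Rab9 promoter–luciferase construct: 24 h compound treatment at 37 °C, followed by luminescence detection.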
# MBNL1-CUG inh = blocks human MBNL1 binding to CUG repeat RNA; Potency, µM (series often up to 57.5 µM), without a hit: at the top dose activity change, negative = inhibition, most hits filed as inhibitors; TR-FRET MBNL1-His/biotin-(CUG)12 binding, 665/545 ratio; Q9NR56; hit rate 0.036% among 280,000; active means well fitted inhibition curve with a large enough effect in the signal ratio, with a control signal flat, not every such curve was filed as active; inconclusive means small, poorly fitted or top-dose-only effect, or effect the other way, or a change in a side signal; inactive means no such curve, though single readings can be large or run the other way; the % refers to the signal ratio; further: potency means the concentration at half of the fitted maximal effect; on the % scale 0 is the no-effect control and ±100 the full control effect
#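 TR-FRET readout: Ex 340 nm, 665/545 nm emission ratio, normalized to buffer-only (basal) and MBNL1-(CUG)12 controls. Complex of MBNL1-His with Biotin-(CUG)12, compounds 92 nM–58 uM, incubated 60 min at room temperature.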
# RORgamma inh = inhibitors of mouse ROR gamma transcriptional activity. P51450. Drosophila S2 Gal4-RORgamma UAS-luciferase reporter, 20 h. Potency, µM (series often up to 53.6 µM), for the others: at the highest dose activity change, negative = inhibition, hits mostly inhibitors. hit rate 5.4% among 310,000. AID 2551; further: potency means the concentration at half of the fitted maximal effect; on the % scale 0 is the no-effect control and ±100 the full control effect; nearly all actives have a fitted effect of over 60% in size
# Target sequence (P51450 whole entry, looked up, the tested form may be a part): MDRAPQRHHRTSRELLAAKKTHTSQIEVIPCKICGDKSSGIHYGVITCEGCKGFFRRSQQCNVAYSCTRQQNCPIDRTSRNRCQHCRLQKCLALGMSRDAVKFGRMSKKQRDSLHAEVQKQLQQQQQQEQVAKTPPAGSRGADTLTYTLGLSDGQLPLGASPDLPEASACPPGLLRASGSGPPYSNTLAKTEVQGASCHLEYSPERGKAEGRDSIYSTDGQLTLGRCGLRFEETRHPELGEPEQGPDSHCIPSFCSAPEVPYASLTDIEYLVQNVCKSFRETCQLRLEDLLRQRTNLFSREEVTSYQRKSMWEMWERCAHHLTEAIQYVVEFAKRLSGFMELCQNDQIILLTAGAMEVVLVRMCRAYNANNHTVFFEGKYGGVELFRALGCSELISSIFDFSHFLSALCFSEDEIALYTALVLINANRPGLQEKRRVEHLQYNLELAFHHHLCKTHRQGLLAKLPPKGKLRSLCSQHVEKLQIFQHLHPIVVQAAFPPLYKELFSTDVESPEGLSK
#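 Drosophila Schneider cells stably carrying a metallothionein-driven Gal4 DBD–ROR gamma fusion and a UAS-Photinus luciferase reporter were exposed to compound for 1 hr, then induced with copper sulfate (700 uM final) for 20 hr at ambient temperature before luminescence reading.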
# PKM2 act = activators of human pyruvate kinase M2; P14618; purified PKM2, Kinase-Glo ATP luminescence, activation; response scale: 0% is enzyme alone, no compound; Potency, µM (highest dose often 57.5 µM), for inactives: at the highest dose activation, hits mostly activators; hit rate 0.34% among 260,000; further: potency means the concentration at half of the fitted maximal effect; on the % scale 0 is the no-effect control and ±100 the full control effect; nearly all actives have a fitted effect of over 55% in size
#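 Kinase-Glo luminescence reports ATP generated from ADP (0.1 mM) and PEP (0.5 mM) by purified hPK-M2 after 1 h at room temperature, pH 7.2 imidazole buffer; intermediate enzyme activity allows detecting inhibitors and activators.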
# NPC1 prom act = activators of NPC1 promoter; Huh7 NPC1 promoter luciferase reporter, 24 h; Potency, µM (series often up to 9.22 µM), for the others: at the highest dose activation, most hits filed as activators; hit rate 2.4% among 320,000;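 further: potency means the concentration at half of the fitted maximal effect; % of control where 0% means no effect; nearly all actives have a fitted effect of over 60% in size; reporter is driven by a mutant NPC1 promoter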
#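 Huh7 reporter cells (NPC1 promoter driving luciferase) are dosed with compound for 24 h at 37 °C, 5% CO2; luciferase detection reagent is then added and luminescence measured after 10 min at ambient temperature.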
# FLuc modulator = firefly luciferase modulation, counter-screen for miR-21 project. purified FLuc, Km substrates, luminescence inhibition. Potency, µM (highest dose often 57.5 µM), for inactives: at the top dose activity change, negative = inhibition, usual class: inhibitors. hit rate 6.9% among 360,000. P08659;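 further: potency means the concentration at half of the fitted maximal effect; plate controls were vehicle for no effect and reference inhibitor for full effect; nearly all actives have a fitted effect of over 55% in size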
#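 Biochemical qHTS of compounds, final roughly 60 µM downward over six points, against 10 nM purified firefly luciferase using Km concentrations of substrates (10 uM D-luciferin, 10 uM ATP) in Tris acetate pH 7.5 buffer; luminescence output.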
# ELG1 repair inh = blocks ELG1-dependent DNA repair in HEK293T cells; HEK293T ELG1-luciferase reporter, luminescence, 16 h; DNA damage induced by 5-fluorouridine; Potency, µM (doses to about 46.1 µM), without a hit: at the top dose activity change, negative = inhibition, most hits filed as inhibitors; hit rate 2.3% among 330,000; AID 504467; further: potency means the concentration at half of the fitted maximal effect; on the % scale 0 is the no-effect control and ±100 the full control effect; nearly all actives have a fitted effect of over 55% in size
#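 Reporter activity after DNA damage by 5-fluorouridine is monitored. Compound-treated cells incubate 16 hr at 37 °C, then ONE-Glo is added for 30 min before luminescence reading.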
# Gal4-VP16 FLuc = counter-screen for ROR gamma inhibitors: Gal4-VP16 reporter. Drosophila S2 Gal4-VP16 UAS-luciferase, luminescence, 20 h. hit rate 3.5% among 310,000. Potency, µM (top dose mostly 53.6 µM), for the others: at the top dose activity, negative = inhibition, usual class: inhibitors;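 further: Gal4-VP16 expression switched on by copper sulfate through the metallothionein promoter; potency means the concentration at half of the fitted maximal effect; on the % scale 0 is the no-effect control and ±100 the full control effect; nearly all actives have a fitted effect of over 50% in size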
# Mito fusion act = inhibitors of mitochondrial division or activators of mitochondrial fusion; Potency, µM (top dose mostly 46.1 µM), without a hit: at the top dose growth rescue (activation), usual class: activators; hit rate 0.23% among 320,000; S. cerevisiae fusion-defective mutant growth rescue, CellTiterGlo 48 h;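 further: potency means the concentration at half of the fitted maximal effect; % of control where 0% means no effect; nearly all actives have a fitted effect of over 45% in size; temperature-sensitive fusion mutants such as fzo1-1 at 37 °C on non-fermentable ethanol glycerol medium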
#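 Compounds are tested for their ability to restore growth of mitochondrial fusion-defective yeast strains at non-permissive 37C in YPEG medium over 48 hours. Viability is quantified by luciferase luminescence.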
# * marks the source's active call; other numbers are inactive results; u = inconclusive; x = not tested or not shown; [ ] = remark or other dose. Unless noted, the call rests on the fitted dose curve; in most records, active means well fitted curve in the direction sought with a large enough effect; inconclusive means small, poorly fitted or top-dose-only effect, or another doubt; inactive means no such curve, though single readings can be large; an effect the other way counts as inactive or inconclusive. A portion of the library; rates above refer to the full screens.
SMILES,KCNH2 3.1 block,Menin-MLL TR inh,Rab9 promoter act,MBNL1-CUG inh,RORgamma inh,PKM2 act,NPC1 prom act,FLuc modulator,ELG1 repair inh,Gal4-VP16 FLuc,Mito fusion act
O=C(Cc1ccc(NC2=NC3CS(=O)(=O)CC3S2)cc1)NCc1ccc(Cl)cc1 (centres undefined),-25,18%,-1%,-11%,-5%,-7%,-8%,-4%,6%,8%,2%
Cc1cc(C)nc(SCC(=O)Nc2ccnc3ccccc23)n1,10,-8%,-42%[inhibitor],-7%,2.2µM*,-16%,-29%,-3%,u,0.89µM*,2%
CCC(=O)N1CCN(c2nc(C)nc3sc(C)c(C)c23)CC1,-3,-2%,0%,6%,0%,-1%,-1%,0%,-22%,0%,-1%
CCOC(=O)c1cnc2ccc(C)cc2c1N(C)Cc1ccccc1,11,u,0%,3%,-35%,x,-4%,-1%,u,-11%,14%
Cn1c(=O)c2c(nc(OCc3ccc4c(c3)OCO4)n2Cc2ccccc2Cl)n(C)c1=O,0,12%,2%,4%,0%,-3%,-2%,-1%,1%,-7%,0%
Cc1ccc(N2CC(C(=O)NCc3cccs3)CC2=O)cc1 (centres undefined),6,11%,7%,-3%,-2%,-5%,2%,-1%,2%,-4%,-1%
Cc1nn(C)c(C(=O)NNC(=S)NCc2ccccc2)c1Cl,-5,-14%,1%,-2%,x,-1%,2%,2%,10%,x,-8%
CCN(CC)C(=O)CCCc1c[nH]c2ccccc12,3,5%,-3%,-7%,12%,-2%,-2%,u,-3%,22%,9%
CCOC(=O)c1ccc(NC(=O)c2ccc3c(c2)C(=O)N(Cc2cccnc2)C3=O)cc1,-6,x,-8%,u,-52%,1%,5%,-6%,5%,11µM*,-1%
COc1ccc(-n2nc3cc(C)c(NC(=S)NC(=O)c4ccccc4C)cc3n2)cc1,1,22µM*,16%,79%[activator],3.2µM*,1%,1%,2.4µM*,u,u,-2%
CCn1c(SCC(=O)n2nc(C)cc2C)nnc1-c1ccc2c(c1)OCO2,3,8%[11.7 µM],-2%,4%,2%,3%,4%,-2%,7%,-3%,-3%
OCC(CO)(CO)N=Cc1cc(Br)ccc1O,12,13%,-7%,0%,-24%,0%,3%,-1%,-1%,-4%,4%
O=C(C1CCC(=O)N(C2CCCC2)C1)N1CCC(Oc2cccc(F)c2)CC1 (centres undefined),7,u,3%,0%,14%,x,-2%,-2%,-1%,-1%,11%
Cc1ccc(S(=O)(=O)N2CCN(c3ccc(S(=O)(=O)N4CCOCC4)cn3)CC2)cc1,19,5%,-2%,8%,0%,7%,-2%,1%,4%,-6%,0%
COc1ncccc1C(=O)N1CCCC(C(=O)c2cccc(OC(C)C)c2)C1 (centres undefined),7,3%,-2%,-3%,41%,1%,-6%,6%,-11%,-8%,4%

# The list goes on; the last two above are carried over.
SMILES,KCNH2 3.1 block,Menin-MLL TR inh,Rab9 promoter act,MBNL1-CUG inh,RORgamma inh,PKM2 act,NPC1 prom act,FLuc modulator,ELG1 repair inh,Gal4-VP16 FLuc,Mito fusion act
Cc1ccc(S(=O)(=O)N2CCN(c3ccc(S(=O)(=O)N4CCOCC4)cn3)CC2)cc1,19,5%,-2%,8%,0%,7%,-2%,1%,4%,-6%,0%
COc1ncccc1C(=O)N1CCCC(C(=O)c2cccc(OC(C)C)c2)C1 (centres undefined),7,3%,-2%,-3%,41%,1%,-6%,6%,-11%,-8%,4%
Oc1oc(-c2ccccc2)nc1/C=N/c1ccccn1,5,-15%,-9%,-10%,-4%,4%,-6%,-1%,-13%,2%,-5%
Cc1nn(CC(=O)N2CCN(c3ccccc3)CC2)c(C)c1[N+](=O)[O-],-24,13%,0%,8%,9%,x,0%,-2%,10%,-1%,11%
CC(C)n1cc(CN2CCCC(CO)(Cc3cccc(Cl)c3)C2)cn1 (centres undefined),1,-2%,24%,u,-8%,-8%,3%,0%,3%,1%,-5%
COc1ccc(C(=O)Nc2ccc(NC(=O)c3ccccc3F)cn2)cc1,8,-7%,6%,0%,16%,2%,-5%,-12%,u,-2%,-1%
CCC1COCCS(=O)(=O)N1Cc1cccc(Cl)c1 (centres undefined),12,2%,0%,-5%,-16%,-1%,-2%,-1%,5%,-7%,2%
COc1ccc(-c2csc(-n3ncc(C(=O)O)c3C(F)(F)F)n2)cc1,11,33%[activator],u,43%[activator],-15%,x,u,u,u,u,28%
COc1ccccc1NC(=O)N1CCn2c(nc3ccccc32)C1,13,4%,-4%,-1%,-1%,-4%,0%,1%,-12%,0%,-1%
O=C(CSCc1c(Cl)cccc1Cl)Nc1ccccc1C(=O)N1CCOCC1,-7,-10%,1%,-6%,0%,-1%,0%,1%,-14%,-2%,0%
CCOc1ccc2nc3sc(C(=O)N4CCOCC4)c(N)c3cc2c1,8,-8%,0.56µM*,u,3%,23%,0.56µM*,1.5µM*,10%,3%,-4%
C=CCc1ccc(OCCOCCOc2cccc3cccnc23)c(OC)c1,-21,u,-7%,x,-23%,0%,-2%,-1%,-13%,-17%,21%
Cc1ccc(NC(=S)NCc2ccc3c(c2)OCO3)cc1,1,-3%,8%,u,13µM*,-7%,6%,-9%,11%,16µM*,5%
COc1cc2c(cc1OC)CN(C(=O)C1CCC(=O)N(CCCN3CCOCC3)C1)CC2 (centres undefined),1,-1%,3%,-5%,-31%,x,-3%,2%,22%,3%,2%
Cc1ccc(NC(=O)c2cccc(C(=O)Nc3ccc(C)c(C)c3)n2)cc1C,x,11%,10%,-2%,0%,4%,0%,u,1%,-8%,3%
COc1ccc(N2CCN(C(=O)Cc3ccc(Cl)cc3)CC2)cc1,14,-6%,15%,1%,33%,7%[11.5 µM],-5%,-1%,-13%,0%,5%
CN(C)/C=C(/C(=O)c1ccc(Cl)c(Cl)c1)c1nnnn1-c1ccccc1,6,x,-2%,-8%,u,-6%,3%,0%,-4%,u,0%
N#C/C(=C/c1cccc(C(F)(F)F)c1)c1nc(CCN2C(=O)c3ccccc3C2=O)cs1,9,-19%,-1%,4%,20%,3%,-2%,-2%,0%,-2%,0%
N=C1C(c2ccccc2)=C(O)CN1c1ccc2c(c1)OCO2,-11,2%,-26%,13%,16%,-12%,2%,-7%,-5%,-5%,-1%
CCCc1cc(=O)c2c(O)ccc(OC)c2o1,11,x,-2%,-9%,-1%,9%,-3%,5%,-7%,6%,2%
COc1ccc(-c2noc(CN(C)C(=O)c3ccc4c(c3)OCO4)n2)cc1,-1,-19%,0%,-3%,-6%,x,-4%,0%,2%,-5%,1%
O=C(OCc1ccco1)c1cccnc1,3,10%,-5%,-6%,-3%,0%,-4%,4%,14%,2%,8%
CCCn1c(N)c(C(=O)CN(C)CC(=O)Nc2ccccc2CC)c(=O)[nH]c1=O,-27,x,-5%,x,x,x,-7%,-2%,u,x,2%
COc1ccc(C(=O)ON=C2C=C(C)C(=O)C(C)=C2)cc1,8,u,-2%,u,32%,-5%,1%,-1%,5%,-28%,-2%
CN(CC(=O)O/N=C(\N)c1cccc([N+](=O)[O-])c1)S(=O)(=O)c1ccccc1,-8,x,-5%,u,43%,-3%,-2%,-17%,2%,-4%,10%

# Single records, from the list above:
# Entry for `COc1ccc(-c2noc(CN(C)C(=O)c3ccc4c(c3)OCO4)n2)cc1` → KCNH2 3.1 block = -1; Menin-MLL TR inh = -19%; Rab9 promoter act = 0%; MBNL1-CUG inh = -3%; RORgamma inh = -6%; PKM2 act = x; NPC1 prom act = -4%; FLuc modulator = 0%; ELG1 repair inh = 2%; Gal4-VP16 FLuc = -5%; Mito fusion act = 1%
# Entry for `N=C1C(c2ccccc2)=C(O)CN1c1ccc2c(c1)OCO2` → KCNH2 3.1 block = -11; Menin-MLL TR inh = 2%; Rab9 promoter act = -26%; MBNL1-CUG inh = 13%; RORgamma inh = 16%; PKM2 act = -12%; NPC1 prom act = 2%; FLuc modulator = -7%; ELG1 repair inh = -5%; Gal4-VP16 FLuc = -5%; Mito fusion act = -1%

# Compound activity deposited in PubChem by National Center for Advancing Translational Sciences (NCATS).
